ATXN2 expr inh: reduces ATXN2 reporter expression in HEK-293 cells. 0.72% of 360,000 active. HEK-293 ATXN2-luciferase reporter, luminescence, 24 h. AID 1745845. Potency, µM (doses to about 57 µM), for inactives: at the top dose activity change, negative = inhibition, most hits filed as inhibitors; further: potency means the concentration at half of the fitted maximal effect; on the % scale 0 is the no-effect control and ±100 the full control effect; nearly all actives have a fitted effect of over 55% in size
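qHTS (up to 57 uM final) was run with 24 h compound exposure of reporter cells at 37 °C. Each well was multiplexed: SteadyGlo luminescence measured ATXN2-luciferase expression after a fluorogenic Gly-Phe-AFC viability readout (25 uM final).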
IL-1B inflam inh: blocks inflammasome-driven IL-1 beta release | THP-1 LPS/ATP IL-1B secretion, AlphaLISA, 16 h; hits give low values | activity change, % at 57.5 µM | 4.7% of 360,000 active | AID 743279; in the data active means activity change below about -50%; inconclusive means mostly about -30% to -49%; further: on the % scale 0 is the no-effect control and ±100 the full control effect
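Secreted IL-1B measured by AlphaLISA bead assay after 16 h compound exposure of THP-1 cells; compounds (final up to 57.5 uM) added 1 h before LPS (250 ng/mL) and ATP (1.25 mM) stimulation; lower signal means less secretion.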
KB-3-1 tox: kills parental KB-3-1 adenocarcinoma cells. KB-3-1 viability, CellTiter-Glo ATP luminescence, 72 h. Potency, µM (titrated, usually from 46.1 µM), inactives show at the top dose activity change, negative = cytotoxic, usual class: cytotoxic. 1.4% of 400,000 active. AID 1347075; further: potency means the concentration at half of the fitted maximal effect; on the % scale 0 is the no-effect control and ±100 the full control effect; nearly all actives have a fitted effect of over 60% in size
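Using CellTiter-Glo luminescence, growth of non-resistant KB-3-1 adenocarcinoma cells is assessed 72 h after pin-tool compound addition at 37 °C. Normalized responses across the concentration series yield fitted curves.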
MCF10A rerep: inducers of DNA re-replication in MCF 10A breast cells; 2.9% of 350,000 active; Potency, µM (highest dose often 46.1 µM), for inactives: top-dose activity, positive = re-replication, usual class: activators; MCF 10A DNA re-replication, Hoechst nuclear intensity, 48 h; further: potency means the concentration at half of the fitted maximal effect; % of control where 0% means no effect; nearly all actives have a fitted effect of over 50% in size
HT1080 IDH1KD tx: kills HT-1080 cells with IDH1 knockdown | HT-1080 IDH1 knockdown viability, ATP luminescence, 48 h | Potency, µM (doses to about 46.1 µM), for the others: top-dose activity, negative = toxicity, usual class: cytotoxic | 2% of 360,000 active | AID 686971;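 further: potency means the concentration at half of the fitted maximal effect; 0% = DMSO wells and -100% = cell-free medium wells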
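Viability of IDH1-knockdown HT-1080 fibrosarcoma cells was assessed by CellTiter-Glo after 48 h at 37 °C with titrated compound; concentration-effect curves were classified by fit quality and response size.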
S2 tox: viability counter-screen for ATXN expression inhibitors; S2 cells (HEK-293 line with an ATXN2-luciferase reporter) viability, CellTiter-Fluor protease fluorescence, 24 h; Potency, µM (highest dose often 56.7 µM), usual class: cytotoxic; 0.49% of 400,000 active; AID 651635; further: potency means the concentration at half of the fitted maximal effect; nearly all actives have a fitted effect of over 40% in size
KB-V1 MDR tox: KB-V1 MDR subline cytotoxicity. Potency, µM (highest dose often 46.1 µM), inactives show top-dose activity change, negative = cytotoxicity, actives largely listed as cytotoxic. KB-V1 MDR cells viability, CellTiter-Glo, 72 h. 3.4% of 400,000 active; further: potency means the concentration at half of the fitted maximal effect; on the % scale 0 is the no-effect control and ±100 the full control effect; nearly all actives have a fitted effect of over 60% in size
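Luminescent ATP read-out (CellTiter-Glo, 10 min) measures survival of drug-selected KB-V1 MDR cells after 72 h, 37 degrees C compound exposure. Medium: phenol-red-free DMEM, 10% FBS. Values from fitted concentration-response curves.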
HT1080-NT tox: kills 2HG-producing HT-1080-NT fibrosarcoma cells | 1.6% of 360,000 active | HT-1080-NT fibrosarcoma viability, CellTiter-Glo ATP luminescence, 48 h | Potency, µM (highest dose often 46.1 µM), inactives show at the highest dose activity, negative = less viability, most hits filed as cytotoxic;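 further: NT is the 2HG producing partner of a matched IDH1 knockdown line; potency means the concentration at half of the fitted maximal effect; 0% = DMSO-treated cells and -100% = media-only wells without cells; nearly all actives have a fitted effect of over 55% in size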
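Luminescent CellTiter-Glo readout after 48 hours of compound exposure at 37 degrees C defined viability of HT-1080-NT cells. Activity was normalized to DMSO wells and cell-free media wells; concentration-response curves were fitted and assigned curve classes.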
SW480 rerep: induces DNA re-replication in SW480 colon adenocarcinoma cells | Potency, µM (highest dose often 46.1 µM), for the others: at the highest dose re-replication activation, most hits filed as activators | SW480 DNA re-replication, Hoechst DNA content imaging, 48 h | 1.8% of 340,000 active; further: potency means the concentration at half of the fitted maximal effect; % of control where 0% means no effect; nearly all actives have a fitted effect of over 55% in size
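Quantitative HTS format with DMSO vehicle controls; 48 hr drug incubation at 37 C, then 40 min Hoechst staining and scanning imager measurement at 405 nm excitation.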
Active calls of the source: *; i = inactive; ? = inconclusive; nt = no result given; [ ] = another dose, or the depositor's remark. Unless noted, the call rests on the fitted dose curve; in most records, active means well fitted curve in the direction sought with a large enough effect; inconclusive means small, poorly fitted or top-dose-only effect, or another doubt; inactive means no such curve, though single readings can be large; an effect the other way counts as inactive or inconclusive.

Below each compound: ATXN2 expr inh	IL-1B inflam inh	KB-3-1 tox	MCF10A rerep	HT1080 IDH1KD tx	S2 tox	KB-V1 MDR tox	HT1080-NT tox	SW480 rerep
1: Cc1ccc(NC(=O)N2N=C(c3ccc(F)cc3)CC2c2ccc(F)cc2)cc1 (stereo unspecified)
    7%	-4	-3%	6%	-22%	i	23µM*	-6%	5.2µM*
2: CCCCn1c(N)c(N(Cc2ccccc2OC)C(=O)CCC(C)C)c(=O)[nH]c1=O
    -2%	i	-2%	6%	-1%	i	-8%	-12%	-3%
3: CSc1nnc(C)c(/C=C/NOCc2ccc(Cl)cc2)n1
    -25%	-17	22%	?	10%	i	-20%	-6%	8%
4: CCOC(=O)COc1ccc(Br)cc1/C=C1\SC(N)=NC1=O
    nt	-5	6%	5%	1%	i	7%	-2%	0%
5: O=C(NCc1ccccc1F)C1CCCN(S(=O)(=O)N2CCOCC2)C1 (stereo unspecified)
    -7%	2	7%	2%	1%	i	7%	0%	2%
6: C/C(CCc1ccccc1)=N/NC(=O)C(=O)NCc1ccccc1
    nt	-12	6%	-4%	1%	?	?	5%	-2%
7: Cc1ccc(-c2nnc(SCC(=O)O)n2N)cc1
    5%	9	-2%	-2%	-1%	i	0%	11%	1%
8: COc1cc(C)c(S(=O)(=O)NCc2ccc3c(c2)OCO3)cc1C
    -14%	37	11%	-4%	-1%	i	-6%	-7%	-11%
9: COc1cccc(C2C(=O)c3ccccc3C2=O)c1
    -4%	10	-2%	0%	-3%	i	-18%	-2%	-13%
10: Cn1c(CSc2nnc(SCc3ccccc3)s2)nc2ccccc21
    1%	-11	3%	6%	-2%	i	16µM*	8%	2%
11: CNC(=O)CSc1n[nH]c(-c2cc(Cl)ccc2OC)n1
    13%	10	-1%	?	13%	i	-3%	4%	-15%
12: Nc1nc(C23CC4CC(CC(C4)C2)C3)cs1
    4%	20	-3%	2%	0%	i	1%	2%	1%
13: CC(C)CCNc1nc(N)c([N+](=O)[O-])c(N2CCCCCC2)n1
    nt	-6	?	?	?	?	?	?	?
14: CCN(CC(=O)Nc1ccccc1OC)C(=O)CC1CC2CCC1C2 (stereo unspecified)
    -18%	-1	-4%	-1%	-1%	i	16µM*	1%	-2%
15: O=C(c1ccco1)N1CCCC(c2nc3c(nnn3Cc3c(Cl)cccc3Cl)c(=O)[nH]2)C1 (stereo unspecified)
    -19%	19	-13%	-2%	?	i	12%	-12%	-8%
16: COc1ccc(-c2c(NC(=O)c3ccco3)n(-c3ccc(C)cc3)nc(C)c2=O)cc1
    -31%	2	-1%	-2%	-4%	nt	-7%	-1%	0%
17: Cn1ncc(C#N)c1/N=C/N1CCCC1
    15%	?	14%	-2%	5%	i	11%	0%	-1%
18: Nc1nc(CN2CCN(c3ccccc3)CC2)nc(Nc2ccc(Cl)cc2)n1
    ?	?	?	?	-26%	i	?	-24%	5%
19: CC1(C)CC(=O)N(c2cc(Cl)ccc2Cl)C(=O)C1
    -12%	14	-1%	-4%	4%	i	-10%	8%	0%
20: CCN(CC)C(=O)CSc1nc2ccccc2c(=O)n1OC
    6%	5	4%	-3%	1%	?	-12%	6%	-5%

Printed as active in SW480 rerep, of those listed so far:
cpd | SMILES | IL-1B inflam inh | SW480 rerep
1 | Cc1ccc(NC(=O)N2N=C(c3ccc(F)cc3)CC2c2ccc(F)cc2)cc1 (stereo unspecified) | -4 | 5.2µM*

(next part)
Below each compound: ATXN2 expr inh	IL-1B inflam inh	KB-3-1 tox	MCF10A rerep	HT1080 IDH1KD tx	S2 tox	KB-V1 MDR tox	HT1080-NT tox	SW480 rerep
21: O=C(CSc1nnc(Nc2ccccc2)s1)NN1C(=O)NC2(CCCCC2)C1=O
    5%	-11	10%	-1%	-1%	i	10%	1%	-4%
22: COc1ccc(F)cc1S(=O)(=O)N1CCC2(CC1)OCCN2S(=O)(=O)c1ccccc1
    1%	-4	4%	?	1%	i	?	-3%	14%
23: CSc1ccccc1NC(=O)CSCc1nc2sc(C)c(C)c2c(=O)[nH]1
    -4%	45	12%	2.3µM*	3%	i	6%	2%	-26%
24: CCc1c(O)nc(SCC(=O)Nc2nc3ccccc3s2)n(-c2ccc(C)cc2)c1=O
    nt	19	0%	-2%	-9%	i	29%	-2%	-3%
25: COc1ccc(NC(=O)CSc2ccc(-c3cccs3)nn2)c(OC)c1
    -16%	5	1%	0%	-14%	i	-22%	-13%	-2%
26: COc1cccc(OC)c1C(=O)NC(=S)Nc1ccc2c(c1)Cc1ccccc1-2
    7%	-17	4%	9%	0%	i	?	-2%	-6%
27: CCCCOc1ccc(/C=N/NC(=S)Nc2cc(C)ccc2C)cc1
    nt	2	12%	21%	0%	nt	5%	-1%	0%
28: CC(=O)c1cccc(NC(=O)C(C)OC(=O)Cc2n[nH]c(=O)c3ccccc23)c1 (stereo unspecified)
    6%	2	11%	0%	2%	?	4%	2%	-6%
29: O=C(CCCN1C(=O)/C(=C/c2cccs2)SC1=S)Nc1ccccc1O
    29%	1	?	?	-13%	?	-16%	-11%	4%
30: C[C@@H]1CN([C@H](C)CO)C(=O)c2cccc(NS(=O)(=O)c3ccccc3)c2O[C@H]1CN(C)C
    7%	35	0%	-41%[inhibitor]	9%	i	0%	8%	-4%
31: Nc1ccc(/C=C/C(=O)c2ccco2)cc1
    16%	-23	11%	18%	1%	i	-14%	12%	2%
32: COc1cc2nc(CN(C)Cc3nc4ccccc4c(=O)[nH]3)[nH]c(=O)c2cc1OC
    0%	6	4%	?	7.1µM*	i	8%	18µM*	16µM*
33: COc1ccc(CC2(CO)CCN(Cc3cnn(-c4ccccc4OC)c3)CC2)cc1
    nt	-9	-7%	-3%	0%	i	0%	-10%	2%
34: COC(=O)c1cc(NC(=O)CN(c2ccc(OC)cc2)S(=O)(=O)c2ccc(F)cc2)ccc1Cl
    -21%	0	?	1%	-9%	i	?	-11%	0%
35: Cc1cc(C)c(C)c(S(=O)(=O)N2CCC(C(=O)Nc3ccc(S(=O)(=O)N4CCOCC4)cc3)CC2)c1C
    -4%	-4	?	?	-29%	i	?	-5%	20%
36: CC1Cc2ccccc2N1C(=O)c1cnc2sccn2c1=O (stereo unspecified)
    2%	24	15%	-1%	3%	i	14%	13%	-2%
37: CN(C[C@H](Cc1ccccc1)N(C[C@H](Cc1ccccc1)N(CC1(c2ccccc2)CC1)N=O)N=O)N=O
    0%	0	0%	6%	-7%	i	-26%	?	1%
38: Cc1ccc(S(=O)(=O)N(C)C)cc1NC(=O)COC(=O)CCC1CCCC1
    -2%	0	-4%	-5%	1%	i	-5%	-3%	-8%
39: Fc1ccccc1-c1nnc2c3ccccc3nc(N3CCOCC3)n12
    -11%	51	7%	2%	3%	i	14%	11%	0%
40: COc1ccc(Br)cc1/C=N/NC(=O)c1ccc(OC)c(OC)c1
    nt	-14	22%	-1%	-2%	i	-28%	-5%	3%
41: Cc1ccc(C)c(S(=O)(=O)Nc2ccc(O)c3ccccc23)c1
    nt	-12	-1%	-1%	-7%	?	1%	-12%	-4%
42: CCCC(=O)NC(NC(=S)Nc1c(C)n(C)n(-c2ccccc2)c1=O)C(Cl)(Cl)Cl (stereo unspecified)
    -5%	1	11%	-1%	13%	i	7%	9%	-4%
43: O=c1oc2ccccc2c(N2CCC(c3ccccc3)CC2)c1[N+](=O)[O-]
    -13%[11.3 µM]	-9	4%	1%	9%	i	0%	15%	-11%
44: O=C(Nc1cccc(-n2cnnn2)c1)c1ccc(C(F)(F)F)cc1
    nt	2	-16%	0%	6%	i	12%	-1%	-20%
45: O=C(CSCc1ccc(Br)cc1)NCc1ccccn1
    6%	-15	-1%	2%	12%	?	-3%	12%	-23%[1.84 µM]
46: COc1ccc(OCc2cccc(C(=O)O)c2)cc1
    0.32µM*	1	?	-2%	?	i	18µM*	?	-3%
47: C[C@H](NC(=O)c1ccccc1)C(=O)Nc1nc(-c2ccccn2)cs1
    ?	94	17%	-3%	-15%	i	?	-3%	0%
48: CC(C(=O)NCc1ccc(F)cc1)c1ccc([N+](=O)[O-])cc1 (stereo unspecified)
    nt	9	-2%	2%	-1%	i	-8%	0%	-1%
49: CCSc1nnc(NC(=O)CSc2ncccn2)s1
    7%	23	4%	3%	7%	i	7%	13%	-5%[9.22 µM]
50: CCN=C(NS(=O)(=O)c1ccc(Br)cc1)c1ccc(Cl)cc1
    9%	5	-9%	1.8µM*	1%	i	?	-5%	-73%[inhibitor]
51: Cc1cnc(C(=O)OCC(=O)Nc2cccc(S(=O)(=O)N3CCOCC3)c2)cn1
    -4%	14	nt	4%	2%	?	nt	-3%	-7%
52: C#CC[N+](C)(C)CCN1C(=O)C2C(c3ccccc3)C=CC(c3ccccc3)C2C1=O (stereo unspecified)
    -16%	18	?	0%	8%	i	20%	-4%	-131%[inhibitor]
53: CCOc1ccccc1N(CC(=O)Nc1ccccc1C(=O)OC)S(C)(=O)=O
    -2%	10	11%	-1%	-3%	i	0%	3%	1%
54: O=C(CN1C(=O)/C(=C/c2ccc(Cl)cc2)SC1=S)NC1C=CS(=O)(=O)C1 (stereo unspecified)
    nt	-21	-1%	-4%	-2%	?	-23%	1%	?
55: COc1ccc(C2CC(=O)C=C(NNS(=O)(=O)c3ccc(C)cc3)C2)cc1 (stereo unspecified)
    4%	-3	16%	1%	-1%	?	-10%	9%	-3%
56: CN(C)C(=O)CNc1n[nH]c(=S)[nH]c1=O
    15%	50	3%	-7%	6%	i	-3%	8%	-6%
57: O=C(Nc1ccc(N2CCN(C(=O)c3ccccc3)CC2)c(Cl)c1)c1ccco1
    -35%	-79*	?	?	?	i	?	-20%	-1%
58: CC(=O)Nc1ccc(OCC(=O)NCCc2ccc(Cl)cc2)cc1
    4%	14	14%	0%	19%	i	?	9%	-95%[inhibitor]
